# proCasp3 act: activators of human procaspase-3 D3A mutant, primary screen, biochemical, absorbance, PC-3 D3A mutant, single concentration; 330,000 tested, 0.11% active; recombinant procaspase-3 D3A, Ac-DEVD-pNA absorbance 405 nm; activation, % at 8.5 µM; Caspase-3 (Homo sapiens), P42574;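 active = activation above the mean of all tested compounds plus 3 SD, cut at about 21% in these data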;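 note: 0% = DMSO alone and 100% = DMSO wells spiked with extra 5 µM PC-3 D3A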
# Target sequence (P42574 whole entry D9A/D28A/D175A): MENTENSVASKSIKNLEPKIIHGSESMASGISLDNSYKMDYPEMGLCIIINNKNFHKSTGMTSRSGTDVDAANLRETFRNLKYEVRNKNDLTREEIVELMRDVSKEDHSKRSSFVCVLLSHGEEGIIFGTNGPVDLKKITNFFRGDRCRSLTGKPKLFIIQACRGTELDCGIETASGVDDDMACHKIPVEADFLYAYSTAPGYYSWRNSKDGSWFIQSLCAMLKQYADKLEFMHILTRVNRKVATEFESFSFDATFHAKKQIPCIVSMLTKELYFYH
#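 Assay system – Procaspase-3 D3A mutant, all three cleavage aspartates alanine · Controls – DMSO-only low control, 5 µM PC-3 D3A high control · Schedule – 1 h compound preincubation, 2 h substrate hydrolysis at 25 °C · Signal – 405 nm absorbance of p-nitroaniline, reads at 0 and 120 min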
# proCasp7 act: procaspase-7 activators, primary screen, counter-screen for procaspase-3 activator project, biochemical, absorbance, HTS, human. recombinant procaspase-7, Ac-DEVD-pNA absorbance 405 nm; D23A/D198A/D206A triple mutant, cannot self-cleave; scale: DMSO 0, 5 µM enzyme 100. Caspase-7 (Homo sapiens), P55210. AID 463210, 2010. activation, % at 8.5 µM. 330,000 tested, 0.093% active;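 active = percent activation above the screen-wide mean plus 3 SD, cut at about 25% in these data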
# Target sequence (P55210 whole entry D23A/D198A/D206A): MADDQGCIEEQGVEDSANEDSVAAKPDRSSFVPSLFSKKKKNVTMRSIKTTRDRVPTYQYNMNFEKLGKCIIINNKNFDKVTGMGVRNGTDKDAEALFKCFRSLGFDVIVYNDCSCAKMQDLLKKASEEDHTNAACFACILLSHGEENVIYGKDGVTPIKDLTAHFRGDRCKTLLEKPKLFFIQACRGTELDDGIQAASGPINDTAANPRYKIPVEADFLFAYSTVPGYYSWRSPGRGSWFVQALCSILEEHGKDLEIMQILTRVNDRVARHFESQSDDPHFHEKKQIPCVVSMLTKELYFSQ
#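 Replicates: singlicate. Assay system: Procaspase-7 triple mutant (PC-7 D3A). Signal: 405 nm absorbance of p-nitroaniline. Times: 1 h preincubation, 2 h reaction. Buffer or medium: Zinc-free HEPES pH 7.4 with 300 mM NaCl, 0.01% Triton X-100. Also added: DEVD-pNA substrate. Benchmarks: DMSO wells as 0%, DMSO with 5 µM added PC-7 as 100%.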
# AHR activator: AHR activators, primary screen, cell-based, luminescence, luciferase reporter, human. Aryl hydrocarbon receptor (Homo sapiens), P35869. AHR-responsive luciferase reporter cells. 320,000 tested, 2.5% active. activation, % at 5 µM; in the data active = activation above about 47%;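 note: 0% = vehicle wells and 100% = reference agonist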
# PP1 counter: PP1-alpha phosphatase inhibitors, primary screen, counter-screen for PP5 inhibitor project, biochemical, fluorescence, OMFP substrate, single point; 320,000 tested, 0.9% active; inhibition, % at 6.7 µM; purified PP1alpha; AID 2235, 2010;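 active = inhibition above the mean inhibition of all tested compounds plus 3 SD, computed separately for each screening campaign, cut at about 15% in these data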
# PP5 primary: PP5 phosphatase inhibitors, primary screen, biochemical, fluorescence | inhibition, % at 6.7 µM | 320,000 tested, 0.18% active | AID 1987, 2009 | purified PP5c, OMFP substrate fluorescence;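 active = inhibition above the campaign's mean inhibition across all tested compounds plus 3 SD, cut at about 9.5% in these data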;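 note: 0% = DMSO only and 100% = 100 µM cantharidin control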
# Target sequence (P53041 whole entry, looked up): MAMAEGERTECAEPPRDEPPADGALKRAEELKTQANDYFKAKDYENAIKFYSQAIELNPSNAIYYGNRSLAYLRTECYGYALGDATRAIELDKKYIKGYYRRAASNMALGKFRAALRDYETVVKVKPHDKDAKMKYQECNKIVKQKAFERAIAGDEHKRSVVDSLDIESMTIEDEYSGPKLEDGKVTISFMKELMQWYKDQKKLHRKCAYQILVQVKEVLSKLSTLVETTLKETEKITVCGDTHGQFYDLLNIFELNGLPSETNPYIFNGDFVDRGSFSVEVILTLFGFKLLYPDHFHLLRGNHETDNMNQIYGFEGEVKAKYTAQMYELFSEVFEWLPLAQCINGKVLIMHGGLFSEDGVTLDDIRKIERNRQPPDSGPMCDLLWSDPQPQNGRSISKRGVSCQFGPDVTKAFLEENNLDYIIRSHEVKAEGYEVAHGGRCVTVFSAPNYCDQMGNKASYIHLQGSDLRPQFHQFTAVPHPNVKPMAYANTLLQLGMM
# core dimer inh: inhibitors of HCV core protein dimerization, primary screen, biochemical, TR-FRET, high-throughput | TR-FRET GST/Flag-core106 dimerization, 1536-well | inhibition, % at 5 µM | 300,000 tested, 0.33% active;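 active = inhibition above the mean of all tested compounds plus 3 SD, set per screening campaign, cut at about 45% in these data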
#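 Test system: GST/Flag-tagged HCV core106 proteins; Medium: KF-containing HEPES buffer, pH 7.45, DTT, CHAPS, BSA; Times: compound-protein-antibody incubation 4 h at 22.5 °C; Detection: TR-FRET 671 and 617 nm emission; Benchmarks: wells lacking GST-core106 and wells with excess unlabelled core106.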
# Fh CTSL1 inh: Fasciola hepatica cathepsin L1 inhibitors, primary screen, counter-screen for PFM18AAP inhibitor project, biochemical, QFRET, fluorogenic peptide substrate. recombinant F. hepatica cathepsin L1, Z-Leu-Arg-MCA fluorescence. inhibition, % at 5.96 µM. 300,000 tested, 0.49% active. AID 1906, 2009;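 active = inhibition above the mean of all tested compounds plus 3 SD, set per screening campaign, cut at about 17% in these data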;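 note: 0% = plate median of test compound wells and 100% = 1 µM Z-Phe-Ala-diazomethylketone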
# PAFAH2 FP inh: PAFAH2 enzyme inhibitors, primary screen, biochemical, fluorescence polarization, human. recombinant PAFAH2, FP-rhodamine activity probe. inhibition, % at 3.39 µM. 340,000 tested, 0.99% active. AID 492956, 2010. Platelet-activating factor acetylhydrolase 2, cytoplasmic (Homo sapiens), Q99487;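 active = inhibition above the mean over all tested compounds plus 3 SD, cut at about 30% in these data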;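 note: inhibitors block probe labeling of enzyme so polarization drops; 0% = enzyme with DMSO and 100% = wells lacking PAFAH2 protein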
# TPT1 inh: Candida albicans TPT1 enzyme inhibitors, primary screen, biochemical, fluorescence polarization; recombinant caTPT1, FP RNA substrate dephosphorylation; inhibition, % at 5 µM; 300,000 tested, 0.81% active; AID 1962, 2009;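 active = inhibition above the mean of all tested compounds plus 3 SD, set per screening campaign, cut at about 24% in these data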;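 note: plate controls were DMSO alone for no effect and ferristatin control at 100 nM for full effect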
# * = called active by the depositor; . = not tested or not shown; & = joins results of further samples.
# The line under a structure holds: proCasp3 act	proCasp7 act	AHR activator	PP1 counter	PP5 primary	core dimer inh	Fh CTSL1 inh	PAFAH2 FP inh	TPT1 inh
COc1ccccc1-c1cc(C(=O)N2CCCC2)no1
 : -1	-9	-3	-1	0.4	-18	1	-1	-1
CCNc1nc(NC#N)nc(SCC(=O)OCC)n1
 : 0	11	0	-2	3.1	-2	-2	1	-1
COC(=O)CN1C(=O)[C@H]2[C@@H](c3ccc(C)o3)N3C(=O)CN(Cc4ccccn4)C(=O)[C@@]3(C)[C@H]2C1=O
 : 7	-1	1	0	1.5	-11	-3	5	-2
COC(=O)c1nnc(-c2ccccc2)c(-c2ccccc2)n1
 : 3	-6	-1	-2	2.6	1	-5	-1	-2
COC(=O)c1ccc(COC(=O)CNC(=O)c2ccco2)cc1
 : 5	12	0	-1	-2.7	0	-9	-4	5
COc1ccc(CN(C)C(=O)C2CSC3(C)CCC(=O)N23)cc1 (stereo unspecified)
 : -4	0	4	-1	-0.4	-1	-3	1	0
COc1ccc(NC(=O)c2ccc(OC(F)F)cc2)cc1Cl
 : -1	0	26	1	3.9	4	3	1	4
Cc1ccc(-c2nc3cnccn3c2Nc2c(C)cccc2C)o1
 : -10	-23	3	4	1.6	0	1	1	2
O=C(Cc1ccc(Br)cc1)N1CCN(c2ccccc2O)CC1
 : -7	-5	4	-2	3.4	1	8	0	4
COc1ccc2nc(C)cc(SCC(=O)O)c2c1
 : 3&-5	13&-4	2&-2	-1&-6	0.2&0.2	0&-1	0&-5	-1&-2	0&0
COc1c(Br)cc(C(N)=O)cc1OCc1ccccc1
 : -6	1	15	-2	4.0	6	0	-3	0
Cc1ccsc1-c1nc(CN2C[C@@H](C)O[C@@H](C)C2)c(C)o1
 : 6	4	4	2	-1.9	4	-1	5	-2
CN(Cc1ccc(C(C)(C)C)cc1)C(=O)C1CCN(C(=O)Nc2ccccc2)CC1
 : 5	1	-3	2	4.9	-3	1	0	0
CCOC(=O)N1CCN(C(=O)CSc2ccc(Cl)cc2)CC1
 : -4	13	2	-6	1.1	4	-6	-6	-5
Cc1cc(C)c(-c2csc(NC(=O)C3=COCCO3)n2)cc1C
 : 9	8	14	-3	-0.9	1	1	5	-1
COc1ccc(NC2=C(c3ccc(OC)cc3)C(=O)c3ccccc32)cc1
 : 18	0	23	2	1.1	-14	-1	2	1
CCC(C)[C@H]1CNCCN1CC1(c2ccccc2)CC1 (stereo partly specified)
 : 9	-4	0	-1	-1.4	-27	2	-3	-2
O=C(Nc1ccc(NC(=S)NC(=O)c2ccco2)cc1)c1ccccc1
 : -8	-4	1	-2	-0.6	9	3	-8	1
Oc1ccccc1/C=N/c1c(-c2ccco2)nc2ccccn12
 : 5	-4	-2	-3	0.6	-42	0	3	-5
Cc1ccccc1N1C(=O)N(c2cccc(C(F)(F)F)c2)C2CS(=O)(=O)CC21 (stereo unspecified)
 : 5	-1	15	1	1.1	-2	2	5	-1
Cc1ccc(NC(=O)[C@@H]2CCCN2S(=O)(=O)c2ccc(Cl)cc2)cc1
 : 0	13	4	.	.	.	.	-3	.
O=C(/C(C=Nc1ccc(F)cc1)=C(/O)c1ccco1)C(F)(F)F
 : 11	-1	13	2	-0.3	-4	1	11	1
O=C(Nc1cccc(Cl)c1N1CCCCC1)c1ccc2c(c1)OCCO2
 : 1	13	0	1	0.4	6	2	-2	-4
CNc1oc(-c2ccccc2)nc1C#N
 : 12	6	-5	1	2.7	2	0	4	-2
Cc1cc(C)n2nc(SCC(=O)c3cc(C)n(CC4CCCO4)c3C)nc2n1 (stereo unspecified)
 : -1	-16	-2	-3	-0.7	3	-5	3	-2
COc1cc(C)c(Br)cc1S(=O)(=O)NCCCN1CCOCC1
 : 0	2	-1	-4	6.5	-7	13	7	5
Cc1cc[n+]2c3c(cccc13)CCC2
 : 5	3	5	2	2.7	-2	-1	-3	2
Cn1cc(C(=O)NCc2ccccc2F)cn1
 : 5	0	0	-5	2.1	-13	1	3	0
Cc1cc(-c2cccc(Br)c2)c(C#N)c(N)n1
 : 6	4	16	-6	-0.9	24	-10	5	-1
COc1ccc(/C=c2/sc3n(c2=O)C(c2ccccc2OC)C2=C(N=3)c3ccccc3CC2)cc1O (stereo unspecified)
 : 7	-11	3	5	1.7	25	3	-6	18
CCOC(=O)c1ccc(NC(=S)Nc2ccccn2)cc1
 : -5	-15	2	-3	0.8	8	-5	-5	-1
Cc1cc(C)nc(SCCS(=O)Cc2ccc(Cl)cc2)n1 (stereo unspecified)
 : -5	2	1	0	1.8	-1	-1	-2	-4
Cn1cccc1Cc1nnc(SCC(=O)Nc2ccc3c(c2)OCO3)n1-c1ccc(F)cc1
 : 1	10	2	-1	0.1	4	-3	8	-5
CC(=O)NC12CC3CC(C1)CC(C(=O)OCC(=O)c1cc(C)n(C)c1C)(C3)C2
 : 3	12	3	.	.	.	.	7	.
COc1ccc(/C=C(/NC(=O)c2ccc([N+](=O)[O-])cc2)C(=O)NC(C)(C)C)cc1
 : 1	2	3	-2	1.1	0	-1	1	-2
COc1ccc(NC(=O)COC(=O)c2ccc(-n3nc(C)cc3C)cc2)cc1OC
 : 0	12	-1	0	0.2	.	.	7	.
O=C(O)CCCC(=O)N(Cc1ccccc1)Cc1ccccc1
 : 3	-3	3	2	1.4	-2	3	1	-2
O=C(CNS(=O)(=O)c1ccccc1)OCC(=O)c1ccc(F)cc1
 : 1	-1	2	-1	0.6	-3	-54	11	4
Clc1ccc(OCCSc2nnnn2C2CCCCC2)cc1
 : 4	-13	-1	-2	4.8	0	3	2	1
Cc1cccc(S(=O)(=O)Nc2ccc3c(c2)OCCO3)c1
 : 0	11	4	-3	-3.4	-3	0	2	2
CCN(C(=O)COC(=O)/C=C/c1ccc(O)c(OC)c1)C1CCS(=O)(=O)C1 (stereo unspecified)
 : -2	2	-1	2	5.2	1	-1	4	2
O=C(NCCCn1ccnc1)/C(=C/c1ccco1)NC(=O)c1cccs1
 : -14	-2	1	-2	0.9	0	-1	-2	-4
COc1ccc(NC(=O)Cc2nnc(SCC(=O)Nc3cc(C)ccc3OC)n2C)cc1
 : -5	4	2	-3	1.5	4	3	4	-1
COC(=O)c1cc(S(=O)(=O)Nc2cccc(C)c2C)cn1C
 : 4	-6	3	-5	1.7	2	-3	-8	0
CCn1c(N)c(C(=O)NCc2ccco2)sc1=S
 : 2	-12	-1	-5	0.7	3	0	7	-2
Cc1ccc(NC(=S)NC(=O)/C=C/c2ccco2)c(O)c1
 : -12	-3	12	-5	1.4	2	1	5	12
CC(C)c1cc(C(=O)O)n[nH]1
 : 4	-6	1	-1	3.3	1	-1	0	0
CCc1nccn1S(=O)(=O)c1ccc(Br)cc1Br
 : -7	6	-1	0	-2.6	-2	-2	-4	-5
COc1ccc(S(=O)(=O)NCC(=O)N(Cc2ccco2)C(C(=O)NC(C)(C)C)C(C)C)cc1 (stereo unspecified)
 : 1	9	-1	3	-1.1	-6	2	-3	-5
Cc1cc(C)c(C)c(OCCn2ccnc2)c1
 : 1	-2	90*	-2	-1.4	-7	1	2	-2
Cc1ccc(-c2noc(CCC(=O)Nc3ccccc3N3CCN(C)CC3)n2)cc1
 : -6	17	0	2	-1.0	-5	-3	-5	-4
Cc1nnsc1SCC(=O)O
 : 3	10	0	0	0.2	-8	8	4	1
COc1ccc(Cl)cc1NC(=O)C(=O)NC1CCCCCC1
 : 1	0	2	1	3.2	0	-1	-8	0
CC(C)(C)c1ccc(OCC(=O)N2CCN(C=O)CC2)cc1
 : 8	-6	9	0	-1.5	-2	0	2	-8
CCOC(=O)N1CCN(C(=O)C2CCCN(S(=O)(=O)c3ccc(F)cc3)C2)CC1 (stereo unspecified)
 : -7	2	-2	1	-0.7	-11	-3	-1	-4
O=C1N(Cc2cccnc2)C[C@@H]2C[C@@H](c3ccc(-c4ccccc4)cc3)N3CCC[C@@]123
 : 1	3	2	3	2.8	12	-1	-6	0
O=C(Cn1ncc2c3ccccc3n(Cc3ccccc3)c2c1=O)NC1CCCC1
 : 13	3	2	-3	1.6	2	-5	-3	0
O=C(Nc1ccc(F)cc1)N1CCN2C(=O)c3ccccc3C12c1ccccc1 (stereo unspecified)
 : -4	4	1	4	4.8	-3	1	0	-3
N#Cc1ccccc1NC(=O)c1ccc(-c2ccccc2Cl)o1
 : 4	5	5	3	2.4	5	3	2	-2
NNC(=O)c1ccc(COc2ccccc2)cc1
 : 2	-3	7	-1	0.9	7	1	0	-3

# Following part
# The line under a structure holds: proCasp3 act	proCasp7 act	AHR activator	PP1 counter	PP5 primary	core dimer inh	Fh CTSL1 inh	PAFAH2 FP inh	TPT1 inh
CC(=O)Nc1ccc(S(=O)(=O)NC2=NCN(c3ccc([N+](=O)[O-])cc3)CN2)cc1
 : 6	3	-2	-4	4.6	2	2	0	4
Cc1ccc(C)c(-n2ccnc2SCC(N)=O)c1
 : -9	0	-1	-3	-0.1	12	-1	-1	-1
COc1ccc(S(=O)(=O)N2CCOCC2)cc1NC(=O)CSc1ncnc2ccccc12
 : 5	2	13	6	-1.1	-1	14	0	0
CCOc1ccc(-c2nc(-c3ccccc3C)no2)cc1
 : -2	6	-1	-3	0.5	-5	2	.	-1
Cc1ccc(C)c(N(CC(=O)NC2CCCC2)S(=O)(=O)c2ccccc2)c1
 : -1	-6	0	-10	-3.7	-7	-7	4	-1
Cc1cccc(N2C(=O)CCC2=O)c1
 : -1	6	-1	-1	-0.3	-3	-7	9	0
COCCNC(=S)N1CCCC(CO)C1 (stereo unspecified)
 : -1	1	0	0	-1.8	1	2	-2	-2
C#CCN1CC(C)/C(=N/O)CC1C (stereo unspecified)
 : -10	0	14	-2	5.7	-7	-1	-5	4
COCCNC(=O)c1cccc(Nc2nc(-c3ccccc3)c3cc(Cl)ccc3n2)c1
 : -4	2	5	0	2.8	13	-1	-12	-1
COc1ccc(S(=O)(=O)N(CCc2ccccc2)CC(=O)O)cc1OC
 : 6	7	1	2	-2.1	-5	-1	2	0

# Three entries from above, arranged by their value in core dimer inh, lowest first.
structure | proCasp3 act | AHR activator | PP5 primary | core dimer inh | PAFAH2 FP inh | TPT1 inh
C#CCN1CC(C)/C(=N/O)CC1C (stereo unspecified) | -10 | 14 | 5.7 | -7 | -5 | 4
CCOc1ccc(-c2nc(-c3ccccc3C)no2)cc1 | -2 | -1 | 0.5 | -5 | . | -1
CC(=O)Nc1ccc(S(=O)(=O)NC2=NCN(c3ccc([N+](=O)[O-])cc3)CN2)cc1 | 6 | -2 | 4.6 | 2 | 0 | 4

# Rows are unselected; overall some 5.6% were active at least once.
